Source: PubChem
MT1-MMP act inh: MT1-MMP (human) activation inhibition | P50281 | AID 651647 | hit rate 0.061% among 360,000 | HT1080 RFP-PRO-GFP cells, GFP/RFP ratio fluorescence, overnight; percent of plate control window, DMSO zero | GFP/RFP ratio change, % at 20 µM;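 active = GFP/RFP ratio change of at least 30% with cell ATP level not reduced by more than half and red fluorescence within 50% of control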; also: strong numbers were not always called active
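Compound: 20 µM single dose, 1% DMSO / System: HT1080 RFP-PRO-GFP cells / Controls: DMSO and RFP-L50D-GFP cell wells / Read-out basis: GFP/RFP fluorescence ratio / Schedule: overnight compound exposure at 37 °C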
Tb MetRS inh: blocks T. brucei methionyl-tRNA synthetase activity; purified T. brucei MetRS, ATP depletion, Kinase-Glo luminescence; inhibition, % at 11.9 µM; AID 624268; hit rate 0.4% among 360,000;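 active = inhibition above a per-plate cutoff of the control wells' mean inhibition plus 3 SD, cut at about 5.5% in these data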;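 also: 0% = DMSO wells median and 100% = median of wells with control inhibitor compound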
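Test system – parasite MetRS enzyme · Reagent – substrates ATP, L-methionine and bulk Escherichia coli tRNA · Doses – 11.9 µM compound single dose, 0.9% DMSO · Times – 15 min enzyme-compound preincubation, 2 h reaction, 10 min detection, 25 °C · Signal – Kinase-Glo luminescence, ATP depletion format · Controls – DMSO-only wells as low control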
MsrA inh: inhibits bovine methionine sulfoxide reductase A | purified bovine MsrA, absorbance read-out | AID 651718 | inhibition, % at 15.5 µM | hit rate 0.75% among 360,000; in the data active = inhibition above about 4.5%;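 also: 0% = vehicle wells with enzyme and 100% = reference inhibitor wells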
E coli Lon inh: E. coli protease La inhibition; purified E. coli Lon protease, fluorescence polarization; inhibition, % at 7.94 µM; hit rate 0.42% among 360,000; in the data active = inhibition above about 13%, passing the limit was not always enough;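 also: 0% = enzyme with probe and DMSO and 100% = no enzyme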
FAS TE block: blocks the thioesterase domain of human fatty acid synthase; hit rate 0.67% among 360,000; recombinant FAS-TE, OMFH fluorogenic substrate, fluorescence endpoint; P49327; inhibition, % at 15 µM;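 active = compounds whose normalised, plate-corrected inhibition of enzyme fluorescence in the single-dose primary screen is 50% or more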;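 also: 0% = DMSO with enzyme and 100% = substrate without enzyme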
MLLE-PAM2 inh: blocks PAM2 peptide binding to the PABP1 MLLE domain | AID 588489 | inhibition, % at 20 µM | GST-MLLE / FITC-PAM2 fluorescence polarization | P11940 | hit rate 0.36% among 360,000; in the data active = inhibition above about 35%, passing the limit was not always enough;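 also: plate controls were DMSO wells with GST-MLLE for no effect and wells lacking GST-MLLE protein for full effect; some results filed as inactive read as strong as hits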
MsrA act: activators of bovine methionine sulfoxide reductase A. purified bovine MsrA, absorbance read-out. AID 602163. hit rate 0.3% among 360,000. activation, % at 10.6 µM; in the data active = activation above about 7.5%;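 also: 0% = vehicle and 100% = reference activator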
NRP1-CendR mod: NRP-1/CendR interaction modulation; O14786; FAM-RPARPAR peptide binding to NRP-1, fluorescence polarization; inhibition, % at 25 µM; hit rate 0.85% among 360,000;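 active = inhibition or corrected inhibition above about 18%, plus a signal ratio from 0.5 to 1.5, limit read from the data, passing the limit was not always enough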; also: strong numbers were not always called active
Target sequence (O14786 whole entry, looked up): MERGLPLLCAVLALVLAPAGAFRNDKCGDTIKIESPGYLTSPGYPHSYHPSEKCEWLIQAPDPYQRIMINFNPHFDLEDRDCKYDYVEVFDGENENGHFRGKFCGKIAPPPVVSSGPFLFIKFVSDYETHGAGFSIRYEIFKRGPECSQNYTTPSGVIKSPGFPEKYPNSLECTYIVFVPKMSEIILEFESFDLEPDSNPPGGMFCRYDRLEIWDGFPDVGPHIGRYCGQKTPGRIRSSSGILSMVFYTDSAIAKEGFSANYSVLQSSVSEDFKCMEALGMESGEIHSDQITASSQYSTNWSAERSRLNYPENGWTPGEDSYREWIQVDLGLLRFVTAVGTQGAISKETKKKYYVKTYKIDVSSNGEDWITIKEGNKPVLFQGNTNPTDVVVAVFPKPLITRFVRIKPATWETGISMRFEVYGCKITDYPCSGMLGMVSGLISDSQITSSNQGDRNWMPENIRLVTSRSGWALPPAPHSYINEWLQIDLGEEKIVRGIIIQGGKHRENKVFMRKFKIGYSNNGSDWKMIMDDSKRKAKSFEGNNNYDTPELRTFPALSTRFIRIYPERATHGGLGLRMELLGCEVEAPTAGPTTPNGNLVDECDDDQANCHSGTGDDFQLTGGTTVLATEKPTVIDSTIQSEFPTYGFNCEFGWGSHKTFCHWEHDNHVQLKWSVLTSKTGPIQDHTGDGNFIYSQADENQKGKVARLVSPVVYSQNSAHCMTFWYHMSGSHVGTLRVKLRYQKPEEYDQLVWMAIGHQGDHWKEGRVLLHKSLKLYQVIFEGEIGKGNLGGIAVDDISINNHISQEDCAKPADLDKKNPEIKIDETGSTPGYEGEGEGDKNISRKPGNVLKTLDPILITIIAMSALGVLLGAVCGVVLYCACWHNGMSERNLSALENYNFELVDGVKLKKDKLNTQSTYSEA
SKN-1 block: C. elegans SKN-1 inhibition. C. elegans VP596 Pgst-4::GFP/RFP ratio, acrylamide-induced, 24 h. inhibition, % at 21.8 µM. hit rate 0.49% among 360,000;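 active = interference check ratio from 0.5 to 1.5 plus GFP to RFP signal ratio inhibition reaching or exceeding a fixed threshold, cut at about 30% in these data, passing the limit was not always enough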; also: some compounds called inactive have numbers as strong as hits
Starred values were filed as active, the others as inactive; / = not tested or not shown. Random draw from the library. About 4% of those tested had a hit in this group.

molecule	MT1-MMP act inh	Tb MetRS inh	MsrA inh	E coli Lon inh	FAS TE block	MLLE-PAM2 inh	MsrA act	NRP1-CendR mod	SKN-1 block
CCOC(=O)C1CCN(c2c([N+](=O)[O-])c(C(Cl)Cl)nn2-c2ccccc2)CC1	-5	0.5	-0.5	2	1	3	-3	-3	6
Cc1ccc(N(Cc2ccco2)C(=O)c2cccc(S(=O)(=O)N(C)C)c2)cc1	1	-0.1	-0.4	-6	9	-4	0	4	-3
COc1ccc(C2CC(=O)Oc3cc4c(cc32)OCO4)cc1 (stereo not given)	2	1.9	-0.1	2	8	13	-1	10	-15
Cc1ccc(N2C(=O)NC(NC(=O)C(C)(C)C)(C(F)(F)F)C2=O)cc1C (stereo not given)	-1	-0.7	-0.2	-1	-8	-9	-3	0	5
COC(=O)c1cc(NC(=O)Cc2cccs2)cc(C(=O)OC)c1	-1	-1.1	-1.2	-5	0	1	-3	-22	18
Cn1cccc1CNC(=O)Nc1ccc(Cl)cc1	0	0.6	-0.1	-2	1	-11	-5	-9	-1
CCc1cccc(NC(=O)C2CCCN(S(=O)(=O)c3cccnc3)C2)c1 (stereo not given)	1	0.2	-0.6	3	1	-9	2	0	16
c1cc(CN2CCCCC2)cc(OCCCNc2nc3ccccc3s2)c1	-1	-0.9	-0.3	4	1	14	-2	6	-6
COc1ccc(-c2nc3cnccn3c2NCc2ccccc2)cc1SC1CCCCC1	-4	-0.2	/	-13	33	-15	0	-34	4
COc1ccc(S(=O)(=O)N2CCC(NC(=O)C3CCCCC3)CC2)cc1	0	-0.7	0.6	6	-8	5	-1	6	20
CCOc1ncccc1C(=O)NCCc1ccc(OC)cc1	0	-0.3	-1.1	0	5	-5	-3	1	-15
CN(C)C(=O)C1Cc2ccccc2CN1S(=O)(=O)c1ccc(F)cc1 (stereo not given)	0	-0.8	0.5	-5	-6	7	-3	5	0
O=C(O)c1ccccc1C(=O)NC1CCN(c2nccc(C(F)(F)F)n2)CC1	-1	1.1	0.3	-9	-4	0	-3	-10	-3
CCOC(=O)N1CCN(C(=S)NC(C)(C)C)CC1	-7	0.4	-0.5	9	-4	-39	-2	-14	12
CC(=O)NC1C(Oc2cccc(C)c2)OC2COC(c3ccco3)OC2C1O (stereo not given)	6	-0.1	1.1	-3	-12	-5	1	15	-7
Cc1cccn2c(=O)c3cc(C(=O)N4CC(C)CC(C)C4)sc3nc12 (stereo not given)	-2	-1.0	0.9	6	32	-3	-6	-6	-1
COc1ccccc1NC(=S)N1CCN(Cc2ccccc2)CC1	2	0.0	0.6	-1	-14	-74	-3	-8	8
CC1CN(c2ccc([N+](=O)[O-])cc2Cl)CCN1S(C)(=O)=O (stereo not given)	-1	-0.1	0.4	-1	7	10	-6	-3	-15
O=C(CSC1=NCCS1)NC1CCCCC1	0	-0.8	2.7	-10	-5	-139	-4	-16	-27
COc1ccccc1NC(=O)CCCC(=O)OCC(=O)c1ccc(F)cc1	0	-0.2	-1.0	-8	-1	-6	-4	5	8
CCCOc1ccccc1OCC(=O)N1CCN(S(=O)(=O)c2ccc(Cl)cc2)CC1	-1	-0.4	0.4	5	20	-26	-4	1	4
NC(=O)c1ccc(NC(=O)CSc2cn(CC(=O)N3CCOCC3)c3ccccc23)cc1	12	-0.4	0.1	1	-3	26	0	2	4
COC(=O)CSc1nc(-c2ccc(C)cc2)c2c(c1C#N)CCCC2	0	0.1	-0.4	5	34	-14	-2	5	25
CC(=O)c1cc(C(C)=O)c(C)nc1C	-4	-0.2	1.4	-1	-6	13	-3	6	-9
O=C(COC(=O)c1cccnc1Cl)c1ccc(F)cc1	-3	-0.4	1.7	-8	0	-9	-2	-1	16
Cc1cc(C(=O)NCC(=O)O)c(C)o1	2	-0.2	0.2	-4	-7	-9	-2	0	-7
OCC[C@H]1C[C@H](O)[C@@H](O)[C@@]2(Cc3ccccc3CCO2)O1	1	-0.5	-1.1	-2	-14	5	-7	-9	-6
COc1ccc(Cn2c(SCC#N)nc3ccc(N4CCOCC4)cc3c2=O)cc1	-6	-0.1	1.5	-1	20	-50	-3	-13	4
C/C(=N\OCC(=O)Nc1ccccc1C(C)(C)C)c1ccc2c(c1)OCCO2	0	-1.2	0.1	-8	16	16	-6	2	-2
CN(Cc1cnn(C)c1)Cc1nc(C(c2ccccc2)c2ccccc2)no1	-2	-0.7	-0.5	-5	4	-8	-2	6	1

Shown with two lines to a compound: part of the list above
Below each compound: MT1-MMP act inh | Tb MetRS inh | MsrA inh | E coli Lon inh | FAS TE block | MLLE-PAM2 inh | MsrA act | NRP1-CendR mod | SKN-1 block
CN(C)C(=O)C1Cc2ccccc2CN1S(=O)(=O)c1ccc(F)cc1 (stereo not given)
    0 | -0.8 | 0.5 | -5 | -6 | 7 | -3 | 5 | 0
O=C(O)c1ccccc1C(=O)NC1CCN(c2nccc(C(F)(F)F)n2)CC1
    -1 | 1.1 | 0.3 | -9 | -4 | 0 | -3 | -10 | -3
CCOC(=O)N1CCN(C(=S)NC(C)(C)C)CC1
    -7 | 0.4 | -0.5 | 9 | -4 | -39 | -2 | -14 | 12
CC(=O)NC1C(Oc2cccc(C)c2)OC2COC(c3ccco3)OC2C1O (stereo not given)
    6 | -0.1 | 1.1 | -3 | -12 | -5 | 1 | 15 | -7
Cc1cccn2c(=O)c3cc(C(=O)N4CC(C)CC(C)C4)sc3nc12 (stereo not given)
    -2 | -1.0 | 0.9 | 6 | 32 | -3 | -6 | -6 | -1
COc1ccccc1NC(=S)N1CCN(Cc2ccccc2)CC1
    2 | 0.0 | 0.6 | -1 | -14 | -74 | -3 | -8 | 8
CC1CN(c2ccc([N+](=O)[O-])cc2Cl)CCN1S(C)(=O)=O (stereo not given)
    -1 | -0.1 | 0.4 | -1 | 7 | 10 | -6 | -3 | -15
O=C(CSC1=NCCS1)NC1CCCCC1
    0 | -0.8 | 2.7 | -10 | -5 | -139 | -4 | -16 | -27
COc1ccccc1NC(=O)CCCC(=O)OCC(=O)c1ccc(F)cc1
    0 | -0.2 | -1.0 | -8 | -1 | -6 | -4 | 5 | 8
CCCOc1ccccc1OCC(=O)N1CCN(S(=O)(=O)c2ccc(Cl)cc2)CC1
    -1 | -0.4 | 0.4 | 5 | 20 | -26 | -4 | 1 | 4

Carrying on.
molecule	MT1-MMP act inh	Tb MetRS inh	MsrA inh	E coli Lon inh	FAS TE block	MLLE-PAM2 inh	MsrA act	NRP1-CendR mod	SKN-1 block
COCCCNCC(=O)Nc1ccc(OC(F)(F)F)cc1	1	0.0	0.6	-3	-4	-3	-2	8	-8
CCCn1c(CCC(=O)O)nc2cc(S(=O)(=O)N(CC)CC)ccc21	-4	0.1	0.0	5	-6	4	-1	-9	-2
CCOc1ccccc1NC(=O)C(OC(=O)c1cc(C)oc1C)c1ccccc1 (stereo not given)	-11	-0.4	-0.1	4	35	5	-2	4	8
CN(C(=O)C1CCC(=O)N(C2CC2)C1)C1CCCCC1 (stereo not given)	4	-0.3	0.4	-2	-8	-4	-4	7	3
CCN(C(=O)COc1ncnc2ccc(Br)cc12)C1CCS(=O)(=O)C1 (stereo not given)	4	-0.5	-0.3	2	-1	-2	-1	0	-4
Cc1oc(-c2ccccc2F)nc1CSCC(=O)NC1CCC(C)CC1 (stereo not given)	5	0.3	-1.5	-5	6	3	-4	8	-2
CCN(CC(=O)NCc1cccs1)C(=O)/C=C/c1cc(Br)ccc1OC(F)F	5	-0.5	0.0	-7	16	-9	-9	11	-14
Nc1cc([N+](=O)[O-])ccc1Nc1ccccc1	4	-0.2	0.3	-6	6	-29	-10	-36	8
C#Cc1ccc(CN2CCC(Oc3ccc(C(=O)NCc4ccccn4)cc3)CC2)cc1	4	0.3	-0.6	3	0	-6	-2	14	-25
CC1(C)CC(=O)C(C=N)=C(O)C1	5	-1.3	1.1	-13	-9	-1	-5	-19	30
CCOCCCNC(=O)CNC(=S)N(Cc1ccc(C)cc1)Cc1ccco1	-4	-0.6	0.1	0	0	-100	-3	-10	4
COc1ccc(Cc2nc(-c3cccc(C)c3)no2)cc1	2	-0.4	0.9	-6	18	5	-1	0	3
NC(=S)NNc1cccc2cccnc12	-3	0.6	1.8	8	-5	28	-9	3	8
Cc1cc(C(=O)Nc2ccccc2C)on1	0	0.1	-1.8	-1	-2	-2	-6	10	-12
COc1ccccc1C(=O)COC(=O)CN1C(=O)c2ccccc2C1=O	-1	-0.2	0.1	-7	0	0	-6	-9	-1
CC1c2[nH]c3ccccc3c2C[C@H]2C(=O)N(CCO)CC(=O)N12 (stereo not given in full)	4	-0.3	0.7	-3	-2	-6	-1	2	13
O=C(O)CCSc1ccccn1	-1	-0.9	0.0	-3	-4	28	-9	7	-1
CCCN(CCC)Cc1c(C(=O)N/N=C/C(C)=C\c2ccccc2)nnn1-c1nonc1N	-3	0.7	-0.9	5	14	0	-3	1	8
COc1ccccc1N1CCN(C(=O)c2cc(C(=O)N3CCN(c4ccccc4OC)CC3)cc([N+](=O)[O-])c2)CC1	1	-0.1	-0.5	-6	4	-6	-5	-8	-2
O=C(CSc1cn(CCNC(=O)c2c(F)cccc2F)c2ccccc12)NCC1CCCO1 (stereo not given)	-1	0.0	-0.6	-7	-5	1	-5	-9	-6
CCN(CC)Cc1nc2nc(Cl)c(Cl)nc2[nH]1	0	-0.2	3.8	-18	-6	-12	-5	-23	8
CCCCNS(=O)(=O)c1ccc2nc(SCC(N)=O)[nH]c2c1	3	0.7	1.9	1	-2	-10	-4	-9	5
CCOC(=O)Cc1csc(NS(=O)(=O)c2ccc(C(F)(F)F)cc2)n1	-1	-0.6	1.1	7	5	10	-2	-7	25
C[C@@H]1CN([C@@H](C)CO)C(=O)CCCn2cc(nn2)CO[C@H]1CN(C)S(=O)(=O)c1ccc2c(c1)OCCCO2	1	-1.9	0.2	5	-6	8	-6	-3	1
CCCCNC(=O)C1CCN(S(=O)(=O)c2cnc[nH]2)CC1	20	0.3	-1.5	-1	-6	5	-2	3	13
CC1CCCC(C)N1C(=O)COC(=O)Cn1cnc2c1c(=O)n(C)c(=O)n2C (stereo not given)	1	-0.2	0.2	-2	-5	-4	-5	17	3
